Source: PubChem
tim23-1 inh – growth inhibitors of tim23-1 mutant yeast. 330,000 compounds, 1.3% hits. inhibition, % at 20 µM. S. cerevisiae tim23-1 growth, BacTiter-Glo luminescence, 24 h. AID 463212;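 active = growth inhibition of the mutant yeast at or above 50%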;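 note: temperature-sensitive mutant grown at 25 °C; plate controls were DMSO-treated mutant yeast for no effect and medium wells lacking yeast for full effect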
tim10-1 inh – inhibits growth of tim10-1 mutant yeast | 330,000 compounds, 2.2% hits | inhibition, % at 20 µM | AID 463190 | S. cerevisiae tim10-1 ts strain growth, BacTiter-Glo, 24 h;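 active = inhibition of at least 40%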;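 note: mutant grown at 25 °C; 0% = DMSO wells with yeast and 100% = wells holding no yeast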
NR3A LBD binder – NR3A (human) ligand-binding domain modulation | NR3A LBD differential scanning fluorimetry, Tm shift; 0% = protein alone, 100% = glycine-bound protein | Tm shift relative to glycine control, % at 25 µM | 340,000 compounds, 2.5% hits;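 active = melting temperature shift of at least 10% of the positive control shift, at one fixed dose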
NALP3 yeast inh – inhibitors of NALP3 inflammasome in yeast; inhibition, % at 10 µM; 330,000 compounds, 0.39% hits; AID 2825; Yeast reconstituted NLRP3/ASC/caspase-1, beta-gal luminescence, 24 h;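 active = inhibition of 50% or more; inactive = inhibition below 50%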;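 note: plate controls were induced DMSO wells for no effect and uninduced yeast grown without galactose for full effect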
APJ agonist – agonists of human APJ apelin receptor; 330,000 compounds, 0.11% hits; activation, % at 20 µM; CHO-K1 APJ PathHunter beta-arrestin, luminescence; 0% DMSO wells, 100% apelin; P35414; AID 2520;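 active = activation more than six SD over the plate average, tested at 20 µM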;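 note: 0% = DMSO alone and 100% = apelin-13 at 10 nM; some results filed as inactive read as strong as hits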
Target sequence (P35414 whole entry, looked up): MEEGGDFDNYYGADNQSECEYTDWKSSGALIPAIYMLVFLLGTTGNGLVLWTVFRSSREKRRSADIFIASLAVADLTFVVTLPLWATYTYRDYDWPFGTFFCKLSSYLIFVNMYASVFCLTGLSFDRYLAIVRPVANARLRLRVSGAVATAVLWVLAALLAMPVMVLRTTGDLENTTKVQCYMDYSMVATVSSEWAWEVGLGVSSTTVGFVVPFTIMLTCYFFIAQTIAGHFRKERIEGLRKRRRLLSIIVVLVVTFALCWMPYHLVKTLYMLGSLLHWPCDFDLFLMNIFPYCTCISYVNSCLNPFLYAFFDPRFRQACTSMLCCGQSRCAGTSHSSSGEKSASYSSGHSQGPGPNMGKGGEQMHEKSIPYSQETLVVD
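Assay system: CHO-K1 cells stably expressing ProLink-tagged human APJ and arrestin–beta-gal acceptor. Compound dosing: 20 µM single point, 1% DMSO. Times: 16-18 h seeding, 90 min dark compound exposure, 60 min detection. Detection: beta-gal luminescence. Evaluation: APJ–arrestin association signal. Controls: negative DMSO alone, positive Apelin-13 at 10 nM.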
MPTP block – blocks calcium-induced mitochondrial swelling; isolated mouse mitochondria, Ca2+ swelling absorbance, 30 min; inhibition, % at 10 µM; 360,000 compounds, 1.4% hits;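 active = inhibition of 50% or more, scaled per plate between neutral and stimulator controls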;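 note: 0% = DMSO wells given calcium and 100% = 1 mM EGTA wells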
APJ antagonist – antagonists of human APJ apelin receptor; P35414; 330,000 compounds, 0.32% hits; inhibition, % at 20 µM; CHO-K1 APJ beta-arrestin complementation, luminescence;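 active = inhibition above about 40% at 20 µM, limit read from the data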;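 note: cells challenged with 10 nM apelin-13 agonist together with compound; plate controls were apelin-13 plus DMSO wells for no effect and DMSO wells lacking apelin-13 for full effect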
beta cell repl – induces beta-cell replication in MIN6 cells; MIN6 cells proliferation, ATPlite luminescence, 48 h; cells starved in 0.2% serum; 100% = growth in 10% serum; proliferation, % at 10 µM; 330,000 compounds, 0.29% hits;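 active = compounds whose signal lies at least 3.5 SD above the mean of all wells on their plate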;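 note: 0% = DMSO-treated cells in low-serum medium and 100% = 10% serum control; some compounds called inactive have numbers as strong as hits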
TIM10 inh – TIM10 yeast growth inhibition | inhibition, % at 10 µM | 330,000 compounds, 1.4% hits | AID 463195 | S. cerevisiae TIM10 strain growth, BacTiter-Glo luminescence, 24 h;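 active = inhibition of 40% or more at the single tested concentration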;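 note: wild-type TIM10 isogenic control strain grown at permissive 25 °C; 0% = DMSO yeast wells and 100% = minimal medium wells without yeast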
* = called active by the depositor.

Results follow in this order: tim23-1 inh	tim10-1 inh	NR3A LBD binder	NALP3 yeast inh	APJ agonist	MPTP block	APJ antagonist	beta cell repl	TIM10 inh
[1] COc1ccc(C2=NOC(C(=O)Nc3cc(Br)ccc3O)C2)cc1OC (stereo not given)
 : 9	21	1	2	-4	0.3	7	-4	15
[2] O=C(Nc1ccon1)c1csc2ccccc12
 : 25	32	2	-16	-5	-1.9	11	-2	19
[3] Cc1noc(NS(=O)(=O)c2ccc(N3CC(O)=C(c4ccccc4)C3=N)cc2)c1C
 : -3	-1	0	7	-3	0.6	-18	-3	-15
[4] Cc1ccc(-c2cc(C(=O)N3CCN(C(=O)c4ccco4)CC3)[nH]n2)c(C)c1
 : 25	20	-1	2	5	-1.8	-5	0	15
[5] Cc1ccc(C(c2c(C)n(C)n(-c3ccccc3)c2=O)c2c(C)n(C)n(-c3ccccc3)c2=O)s1
 : 2	7	-4	10	-3	1.4	-2	-4	8
[6] O=C(COc1ccc(Cl)cc1Br)Nc1ccncc1
 : -61	-27	1	20	3	2.9	-1	-2	-54
[7] CC(C)C(C(=O)C=[N+]=[N-])N1C(=O)c2ccccc2C1=O (stereo not given)
 : -1	16	0	-3	-4	1.6	22	-2	-10
[8] CCn1cc(C(=O)O)c(=O)c2cc(F)c(N3CCN(C(=S)NC(=O)c4ccc(OC)cc4)CC3)cc21
 : 6	29	2	-4	12	-2.5	11	-2	-9
[9] CCCCN(CCCC)S(=O)(=O)c1ccc(SCC(=O)OCC)c([N+](=O)[O-])c1
 : 15	20	-1	22	5	4.3	-7	-4	18
[10] CCC(C(=O)NC1CCCC1)N(Cc1ccccc1Cl)C(=O)c1snc(C(N)=O)c1N (stereo not given)
 : 23	25	-2	26	-2	-0.3	5	-2	-6
[11] CC(C)(C)OC(=O)C[C@@H]1C/C=C\C[C@H](CC(=O)N(CCO)Cc2ccccc2)C(=O)N2CCC[C@@H]2COC1=O
 : -2	-8	0	20	-2	-0.2	9	-4	-1
[12] O=c1[nH][nH]cc1C=Nc1cc(Cl)ccc1O
 : -7	26	2	28	4	1.4	-18	-4	15
[13] COc1ccc(N(CC(=O)N2CCN(c3ccc(F)cc3)CC2)S(=O)(=O)c2c(C)n[nH]c2C)cc1
 : 18	2	3	15	-2	-1.4	-22	1	-11
[14] CCC(=O)N1N=C(c2ccc(C)o2)CC1c1ccc(Br)cc1 (stereo not given)
 : 22	30	0	-3	0	1.7	6	-2	3
[15] COc1ccc(NC(C)=[N+](C)CCNS(=O)(=O)c2ccc(Cl)cc2)cc1Cl
 : 4	-13	2	3	-5	1.1	18	-4	-11
[16] Cc1ccccc1S(=O)(=O)c1c(C)cc(C)n(C(C)C)c1=O
 : 41	41*	-4	-15	0	2.3	13	3	52*
[17] COc1ccc(-n2nc(C(=O)NCC(=O)N3CC(C)CC(C)C3)c3ccccc3c2=O)cc1OC (stereo not given)
 : 17	25	-3	-8	3	-1.0	17	0	7
[18] CC(C)c1ccc(CCNC(=O)CSC(=S)N2CCCC2)cc1
 : 19	23	1	19	-4	-1.2	12	-2	0
[19] COc1ccc(NS(=O)(=O)c2ccc(N3CCOCC3)c(NC(=O)c3cccc(F)c3)c2)cc1
 : 10	2	-12	-1	-1	18	-2	-1	6
[20] C=CCN1c2ccccc2[C@]23C[C@@H](C(=O)OC)N(C(=O)NC4CCCC4)C2=NC(C(=O)OC)=C(C(=O)OC)[C@H]13
 : 17	12	2	8	-2	-2.0	14	-4	2

Reprinted at random: two entries already listed, in no set order.
Results follow in this order: tim23-1 inh	tim10-1 inh	NR3A LBD binder	NALP3 yeast inh	APJ agonist	MPTP block	APJ antagonist	beta cell repl	TIM10 inh
[17] COc1ccc(-n2nc(C(=O)NCC(=O)N3CC(C)CC(C)C3)c3ccccc3c2=O)cc1OC (stereo not given)
 : 17	25	-3	-8	3	-1.0	17	0	7
[6] O=C(COc1ccc(Cl)cc1Br)Nc1ccncc1
 : -61	-27	1	20	3	2.9	-1	-2	-54

Other results follow:
Results follow in this order: tim23-1 inh	tim10-1 inh	NR3A LBD binder	NALP3 yeast inh	APJ agonist	MPTP block	APJ antagonist	beta cell repl	TIM10 inh
[21] O=C(CN1CCc2ccccc21)NC(=O)NC1CCCCC1
 : 29	17	-2	15	1	1.7	-1	-2	10
[22] Cn1c(OCc2cccnc2)nc2c1c(=O)n(Cc1ccccc1)c(=O)n2C
 : 37	23	-1	9	0	3.0	11	-1	23
[23] COCCCNCCCCSc1ccc(Cl)cc1
 : 19	-37	-4	35	0	3.2	1	0	-26
[24] CC(C)(C)OC(=O)N[C@@H](Cc1ccccc1)C(=O)N1CCC(C(=O)N[C@@H](Cc2c[nH]c3ccccc23)C(=O)O)CC1
 : 11	7	0	1	-1	0.7	-14	-2	17
[25] Cc1cc(NC(=O)c2ccc(Br)c(S(=O)(=O)N3CCCC3)c2)no1
 : 10	13	-1	-22	2	6.4	11	-3	-8
[26] CC(Sc1nc2c(c(=O)[nH]1)CCCC2)C(=O)Nc1ccccc1C#N (stereo not given)
 : -2	-4	1	1	-3	-0.6	12	-5	3
[27] CSc1cccc(CN2CCCC(CO)(Cc3cccc(Cl)c3)C2)c1 (stereo not given)
 : 5	33	0	17	-3	1.1	9	-5	24
[28] CCN(CC(=O)Nc1c(F)cccc1F)C(=O)CCN1C(=O)C2CCCCC2C1=O (stereo not given)
 : 1	-11	1	4	-5	-1.8	17	9	-5
[29] COc1cccc(OCCCCN2CC(C)OC(C)C2)c1 (stereo not given)
 : 6	-34	1	8	-3	1.5	-6	1	-20
[30] Cc1cc(=O)oc2cc(OCC(=O)N3CCCC3)ccc12
 : 1	-1	-3	12	-3	1.1	-2	-4	4
[31] O=C(NCCCN1CCOCC1)c1ccc2c(c1)N(Cc1ccccc1)C(=O)c1ccccc1S2
 : -21	-13	-2	5	-5	-1.2	16	-3	3
[32] O=S(=O)(c1ccccc1)c1ncc(C(F)(F)F)cc1Cl
 : 53*	46*	0	46	-2	-1.0	-26	-5	23
[33] CCOC(=O)C1CCCN(C(=O)c2ccc3c(=O)n(CCOC)c(=S)[nH]c3c2)C1 (stereo not given)
 : -4	7	1	11	-3	13	15	-1	6
[34] CCN(CC)S(=O)(=O)c1cc(NC(=O)COC(=O)C2CCC2)ccc1C
 : 10	1	3	6	-4	-1.3	10	-1	-2
[35] Cc1ccc(S(=O)(=O)Nc2ccc3c(c2)C(=O)N([C@H](C)CO)C[C@H](C)[C@@H](CN(C)C(=O)Nc2ccc4c(c2)OCO4)O3)cc1
 : 10	-8	1	17	-3	0.4	3	1	2
[36] CCN(CC)CC(=O)Nc1ccc2c(c1)Nc1ccccc1CC2
 : -61	1	2	16	3	84*	-1	-2	-9
[37] Cc1nc(SCC(=O)c2ccc(Cl)cc2)c([N+](=O)[O-])[nH]1
 : -6	21	-3	3	-4	21	20	-3	-7
[38] C=CCNC(=O)/C(=C\C=C\c1ccccc1)NC(=O)c1ccccc1Cl
 : 4	29	-2	25	1	0.4	-5	-2	19
[39] CC(=O)c1ccc(N(C)C)c2c(N(C)C)cccc12
 : 9	4	-5	-6	1	-0.1	-19	1	-2
[40] O=C(Nc1sc2c(c1C(=O)O)CCC2)c1cccc(Cl)c1
 : 14	22	-13	7	0	1.8	4	-3	12
[41] Cc1cc(C)c(-c2c(O)c3cccnc3n(C)c2=O)c(C)c1
 : -2	-1	1	1	-4	1.8	-18	-2	2
[42] NC(=O)c1ccc(-c2nnc(Nc3ccc(S(N)(=O)=O)cc3)c3ccccc23)cc1
 : 1	2	-3	12	1	-0.2	-8	-6	-18
[43] CCOC(=O)c1c(NC(=O)C2CC2)sc2c1CC(C)(C)OC2
 : 15	-15	-1	27	-1	3.9	-6	3	-28
[44] CCC(Oc1cccc(C)c1)C(=O)Nc1ccccc1C(=O)N1CCOCC1 (stereo not given)
 : 20	21	10	11	-5	0.3	-3	-2	10
[45] CC(=O)c1cccc(NC(=O)c2ccc(-c3ccccc3[N+](=O)[O-])o2)c1
 : 33	18	-23	2	7	7.7	-62	0	29
[46] COc1ccc(CCNC(=O)CCCN2C(=O)C(c3ccccc3)Oc3cccnc32)cc1OC (stereo not given)
 : 9	11	1	-3	3	-0.2	15	1	3
[47] Cc1nc(SC(C(=O)c2ccccc2)c2ccccc2)n[nH]1 (stereo not given)
 : 2	16	-1	-35	2	-0.3	19	-1	-1
[48] COc1ccc(/C(O)=C2/C(=O)C(=O)N(CCCN3CCOCC3)C2c2ccc(C)cc2)cc1 (stereo not given)
 : 12	11	1	-14	-1	1.7	26	1	-11
[49] CCOc1ccc(NC(=O)CN2C(=O)NC(C)(c3ccc(OC(F)F)cc3)C2=O)cc1 (stereo not given)
 : 8	4	-1	-22	0	1.0	-21	0	-8
[50] CN(Cc1ccco1)C(=O)CSc1nn2c(=O)c(C(C)(C)C)nnc2s1
 : 7	-3	1	17	-1	0.0	3	-1	4
[51] COC(=O)CSc1nccc(C)n1
 : 2	2	-1	7	-1	0.0	1	3	-2
[52] NS(=O)(=O)c1ccc2nc(-c3ccccc3)c(-c3ccccc3)nc2c1
 : 5	-19	-3	11	2	-1.5	2	0	20
[53] O=C(Cn1cnc2scc(-c3ccc(Br)cc3)c2c1=O)N1CCOCC1
 : -2	5	1	-10	-3	1.6	12	-1	7
[54] Cc1oc2cc(O)ccc2c(=O)c1Oc1ccc(F)cc1
 : 12	13	1	25	-2	0.6	-9	-3	-4
[55] CCCCNC(=O)C1CCN(S(=O)(=O)c2cnc[nH]2)CC1
 : 4	8	-3	5	1	-1.1	-25	-3	3
[56] Cc1ccc(CSc2nc(-c3ccccc3)c(C#N)c(=O)[nH]2)cc1
 : 26	23	-9	-3	-2	6.9	7	-5	5
[57] CCOC(=O)c1csc(NC(=O)CSc2nnc(C3CC3)n2C)n1
 : 4	10	0	-6	-5	-0.7	6	-1	-1
[58] CC1Cc2ccccc2N1C(=O)CSc1nnc(CSc2ncccn2)n1C (stereo not given)
 : 17	12	1	-10	-3	-1.1	11	-1	2
[59] O=C(CNC(=O)Cc1ccccc1)NCC(=O)N1CCCCC1
 : 1	-6	1	4	-3	-0.3	-6	2	12
[60] NC(=O)C1CCN(c2ccc(S(=O)(=O)N3CCC(Cc4ccccc4)CC3)cn2)CC1
 : 4	4	2	-11	3	7.5	-7	-3	16
[61] Clc1ccc(-c2cc(CSc3ccccc3)on2)cc1
 : 7	8	-1	13	-5	0.7	-6	-2	-9

Not a hit list; about 7.2% have a hit in one of these screens.
